# MCL1 BIM primary: inhibitors of human MCL1 binding to BIM-BH3 peptide; Q07820; GST-MCL1 / FITC-Bim-BH3 fluorescence polarization; inhibition, % at 10.9 µM; 320,000 tested, 0.68% active;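 active = inhibition above the mean inhibition of all tested compounds plus 3 SD, set per campaign, cut at about 40% in these data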;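 also: 0% = DMSO wells and 100% = unlabeled Bim-BH3 peptide control; higher means more loss of mP so more displacement of Bim peptide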
# Target sequence (Q07820 whole entry, looked up): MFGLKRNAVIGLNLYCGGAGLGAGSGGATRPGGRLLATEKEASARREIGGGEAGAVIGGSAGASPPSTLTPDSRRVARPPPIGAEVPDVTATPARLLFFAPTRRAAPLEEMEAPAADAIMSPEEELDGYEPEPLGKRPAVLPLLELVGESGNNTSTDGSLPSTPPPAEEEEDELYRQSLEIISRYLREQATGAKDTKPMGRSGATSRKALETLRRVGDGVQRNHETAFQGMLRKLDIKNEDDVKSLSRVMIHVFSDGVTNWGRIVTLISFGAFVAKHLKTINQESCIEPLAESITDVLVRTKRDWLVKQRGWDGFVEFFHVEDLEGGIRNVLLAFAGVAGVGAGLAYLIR
# MEX-5 binding: C. elegans MEX-5 TCR-2 RNA binding activity; Q9XUB2; MEX-5/FITC-TCR2 RNA binding, fluorescence polarization; stronger effect = lower value; activity score (negative = inhibition of binding), % at 10 µM; 300,000 tested, 0.38% active; AID 1832;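 active = inhibition past about -25% in most replicates, and total fluorescence under double the plate's negative control median, limit read from the data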;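 also: 0% = DMSO and -100% = 5 µM competing unlabeled TCR2 RNA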
# GLD-1 RNA inh: GLD-1-TGE RNA interaction inhibition (C. elegans) | purified GLD-1 + fluorescein TGE RNA, fluorescence polarization | inhibition, % at 5.96 µM | 320,000 tested, 0.44% active | AID 2280;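 active = percent inhibition above a per-plate cutoff, the plate mean of test compounds plus 3 SD, cut at about 30% in these data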;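 also: 0% = DMSO wells with GLD-1 and probe and 100% = wells lacking GLD-1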
# GRK2 inh: human GRK2 inhibition via aptamer displacement; inhibition of aptamer binding, % at 10 µM; 330,000 tested, 0.59% active; P25098; bead flow cytometry, FAM-aptamer displacement from GRK2;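 active = inhibition of aptamer binding above 40%, roughly 3 SD of noise, on plates passing a quality check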;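 also: median bead fluorescence of bound FAM aptamer so fluorescent compounds give negative values; no value below 0 was filed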
# Fam108B inh: Fam108B inhibition, counter-screen for RBBP9 inhibitors; inhibition, % at 9.51 µM; recombinant Fam108B, FP-Rh probe fluorescence polarization; 300,000 tested, 0.33% active;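 active = inhibition above the screen mean inhibition plus 3 SD, computed separately per campaign, cut at about 18% in these data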;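 also: inhibitors lower polarization as less probe binds the enzyme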
# Efflux pump mplx: inhibitors of Candida antifungal efflux pumps expressed in yeast; S. cerevisiae Candida pump triplex, Nile Red efflux; inhibition, % at 10 µM; 330,000 tested, 0.44% active;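 active = plate passing quality check with inhibition over a set limit, or well fluorescence over plate mean plus 4 SD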;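 also: Nile Red retained in pooled yeast measured as flow cytometry median fluorescence; 0% = buffer negative control and 100% = Enniatin B positive control; higher means more Nile Red kept so more efflux inhibition; some compounds called inactive have numbers as strong as hits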
# VLA-4 inh: inhibition in a human VLA-4 binding assay. VLA-4 expressing cells, ligand binding flow cytometry. inhibition, % (about 7 µM as worked out from the volumes in the protocol). 330,000 tested, 0.2% active; in the data active = inhibition above about 50%
# PME-1 inh: blocks human protein phosphatase methylesterase 1 | Q9Y570 | recombinant PME-1, FP-Rh probe fluorescence polarization | inhibition, % at 5.9 µM | 320,000 tested, 0.53% active | AID 2130;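 active = inhibition above the campaign mean of all compounds plus 3 SD, cut at about 26% in these data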;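 also: competitive labeling of PME-1 active site by serine hydrolase directed probe; 0% = PME-1 with DMSO and 100% = wells lacking PME-1 enzyme; inhibitors block probe labeling so polarization falls and inhibition rises; many of its hits are not listed in these tables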
# Target sequence (Q9Y570 whole entry, looked up): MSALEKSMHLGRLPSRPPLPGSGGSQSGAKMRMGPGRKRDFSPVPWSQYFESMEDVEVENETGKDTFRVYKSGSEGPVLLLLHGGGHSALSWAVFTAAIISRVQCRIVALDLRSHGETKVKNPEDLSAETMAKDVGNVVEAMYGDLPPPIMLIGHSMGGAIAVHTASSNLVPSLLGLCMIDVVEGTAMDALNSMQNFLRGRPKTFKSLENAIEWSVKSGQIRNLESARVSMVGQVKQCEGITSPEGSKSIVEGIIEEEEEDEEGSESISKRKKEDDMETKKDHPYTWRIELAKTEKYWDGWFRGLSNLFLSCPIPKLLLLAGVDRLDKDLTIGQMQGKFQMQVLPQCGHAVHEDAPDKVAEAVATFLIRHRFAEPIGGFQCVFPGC
# BCLXL inh: inhibitors of human Bcl-xL; Q07817; GST-Bcl-xL / FITC-Bim BH3 peptide fluorescence polarization; inhibition, % at 10.9 µM; 320,000 tested, 0.7% active;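 active = inhibition above the mean of all tested compounds plus 3 SD, cutoff set per campaign, cut at about 30% in these data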;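 also: 0% = DMSO wells and 100% = unlabeled Bim-BH3 peptide competitor; inhibitors lower millipolarization by displacing the labeled peptide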
# Target sequence (Q07817 whole entry, looked up): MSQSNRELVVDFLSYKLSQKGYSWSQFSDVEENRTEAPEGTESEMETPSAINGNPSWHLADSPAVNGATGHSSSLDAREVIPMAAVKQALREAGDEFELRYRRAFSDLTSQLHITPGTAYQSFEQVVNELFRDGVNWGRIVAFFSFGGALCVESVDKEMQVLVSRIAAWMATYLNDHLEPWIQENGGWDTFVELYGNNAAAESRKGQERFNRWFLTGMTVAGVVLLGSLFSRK
# Starred values were filed as active, the others as inactive; nt = no result given. Not all compounds are listed. The share of hits here may be higher or lower than overall.
no. | mol | MCL1 BIM primary | MEX-5 binding | GLD-1 RNA inh | GRK2 inh | Fam108B inh
1 | O=C(N/N=C/c1coc2ccccc2c1=O)c1ccncc1 | nt | 1.5 | nt | 5 | nt
2 | O=C(CC1S/C(=N/N=C/C=C/c2ccccc2)NC1=O)Nc1ccc(Cl)c(Cl)c1 (stereo unspecified) | -4 | 1.1 | 2 | 0 | -1
3 | O=C(NCC1CCCO1)/C(=C/c1cn(-c2ccccc2)nc1-c1cccnc1)NC(=O)c1ccccc1 (stereo unspecified) | -3 | 0.3 | 9 | 4 | 0
4 | CCC(NC(=O)c1ccccc1NC(=O)c1ccco1)C(=O)O (stereo unspecified) | 7 | 0.4 | 1 | 1 | 2
5 | C[C@H](CO)N1C[C@H](C)[C@@H](CN(C)S(C)(=O)=O)Oc2c(NC(=O)Cc3ccccc3)cccc2C1=O | nt | nt | 1 | 0 | nt
6 | COC(=O)c1ccc2c(=O)n(Cc3ccco3)c(SCC(=O)Nc3ccc(C)c(Cl)c3)nc2c1 | 12 | 0.4 | 7 | 0 | -3
7 | COc1cccc(C(=O)Nc2ccc(Oc3cccc(C(F)(F)F)c3)nc2)c1 | -2 | -1.5 | 0 | 0 | -4
8 | Cc1ccc(CSCC(=O)N2CCN(c3ccc(F)cc3)CC2)cc1 | 1 | nt | 4 | 0 | 5
9 | OCCNC(=S)Nc1ccc(Oc2ccccc2)cc1 | 15 | 0.1 | 6 | 0 | 0
10 | CCCc1ccccc1OCCNC(=O)c1cc(=O)n(C)c(=O)n1C | -7 | -0.8 | -3 | 4 | 0
11 | COC(=O)c1c(NC(=O)c2ccnn2C)sc(C)c1C | 1 | -1.2 | 1 | 2 | -1
12 | CCc1nn(C(C)C(=O)N(C)Cc2ccccc2)c(=O)c2cc3occc3n12 (stereo unspecified) | 8 | -2.4 | 7 | 0 | 0

no. | Efflux pump mplx | VLA-4 inh | PME-1 inh | BCLXL inh
1 | 0.1 | 0 | nt | nt
2 | -0.3 | 5 | 0 | -3
3 | 0.1 | -172 | -2 | 6
4 | -0.1 | 22 | 4 | 8
5 | -0.1 | 7 | nt | nt
6 | 0.2 | 7 | 2 | 6
7 | -0.2 | 9 | -18 | 7
8 | 0.0 | 1 | 5 | 6
9 | -0.1 | -1 | 2 | 8
10 | -0.1 | -3 | -1 | -1
11 | 0.0 | 2 | -5 | 9
12 | -0.1 | 12 | 6 | 1

# Remaining list, next part.
no. | mol | MCL1 BIM primary | MEX-5 binding | GLD-1 RNA inh | GRK2 inh | Fam108B inh
13 | CC[C@@]1(C(=O)OC)N[C@H](CN(C)S(=O)(=O)c2ccc(C(F)(F)F)cc2)[C@@H]2C(=O)N(C)C(=O)[C@@H]21 | nt | nt | 3 | 3 | nt
14 | O=C(NC1CCCC1)C(Cc1ccccc1)n1cccc1 (stereo unspecified) | 0 | 0.2 | 8 | 0 | -2
15 | O=C(CN1C(=O)NC2(CCSC2)C1=O)NCc1ccccc1 (stereo unspecified) | 5 | 1.2 | 0 | 0 | -1
16 | CCOC(=O)Cc1csc(NC(=O)CSc2nnc(-c3ccc(C)cc3)o2)n1 | 5 | -0.7 | 3 | 5 | 0
17 | CC(C)NC(=S)NC(=O)/C=C/c1cccc2ccccc12 | 7 | -0.3 | 3 | 0 | 1
18 | CC(C)(C)OC(=O)NCCCC1=CC2=CC(=O)C(C)(OC(=O)c3ccco3)C(=O)C2=CO1 (stereo unspecified) | 82* | -16 | 86* | 2 | -3
19 | Cc1ccc(S(=O)(=O)NCCC(C)C)cc1[N+](=O)[O-] | 2 | 6.4 | 3 | 1 | -3
20 | CCNC(=S)NNC(=O)c1cccs1 | 9 | -4.5 | -5 | 2 | -3
21 | COC(=O)C1=CN(C2CC2)C=C(C(=O)OC)C1c1ccccc1OC | 8 | -2.2 | -7 | 0 | 5
22 | CCOC(=O)Cc1cc(=O)n2[nH]c(-c3ccc(C)cc3)cc2n1 | -10 | -0.1 | -13 | 0 | -2
23 | CC(=O)c1c(C)[nH]c(C(=O)OCC(=O)NCCC2=CCCCC2)c1C | 5 | 1.6 | 9 | 0 | 4
24 | O=C(CN1C(=O)NC2(CCCC2)C1=O)Nc1nc2c(F)cc(F)cc2s1 | 8 | -2.8 | -1 | 1 | 1

no. | Efflux pump mplx | VLA-4 inh | PME-1 inh | BCLXL inh
13 | -0.5 | -19 | nt | nt
14 | -0.1 | -3 | 4 | 7
15 | 0.2 | -6 | 5 | 1
16 | 0.2 | -5 | 1 | 7
17 | 0.1 | -6 | -6 | 2
18 | 0.2 | 19 | 4 | 63*
19 | -0.2 | 0 | -4 | 6
20 | 0.1 | 5 | -7 | -1
21 | 0.0 | 1 | 4 | 3
22 | -0.1 | 1 | -1 | -8
23 | 0.2 | 23 | -3 | 4
24 | -0.2 | -8 | -1 | 1

# Going on with the list.
no. | mol | MCL1 BIM primary | MEX-5 binding | GLD-1 RNA inh | GRK2 inh | Fam108B inh
25 | O=C(Nc1ccnn1C1CCN(C(=O)c2ccccc2C(F)(F)F)CC1)C1CC1 | 9 | 2.7 | 3 | 1 | -2
26 | CCOC(=O)N1CCN(C(=O)COC(=O)Cc2ccc(Cl)cc2)CC1 | 2 | 2.0 | 1 | 1 | -1
27 | Cc1cccc(C)c1NC(=O)CN(C)C(=O)C1CC1C (stereo unspecified) | 7 | nt | -2 | 1 | nt
28 | Cc1nc2ccccc2c(=O)n1NC(=O)c1c(O)c2c(n(CC(C)C)c1=O)CCCC2 | 1 | 2.7 | 1 | 0 | 1
29 | O=C(CCNc1ccc(Cc2ccncc2)cc1)c1ccc([N+](=O)[O-])cc1 | 11 | 1.0 | 5 | 0 | 2
30 | Cc1cccc(N(CC(=O)NC2CCCCC2)C(=O)CCC(=O)Nc2ccccn2)c1 | 4 | -1.5 | 6 | 9 | 11
31 | COC(=O)N/N=C/c1sc(N2CCCCC2)nc1-c1cccs1 | -7 | 2.3 | -4 | 1 | 6
32 | CC(OC(=O)CCc1nc2ccccc2c(=O)[nH]1)C(=O)NCc1ccc2c(c1)OCO2 (stereo unspecified) | 3 | -2.3 | 0 | 0 | -3
33 | COc1ccc(OC)c(-c2csc(NC(=O)CSc3nnnn3C)n2)c1 | 0 | 1.3 | 0 | 0 | -3
34 | Cc1oncc1C(=O)NC(C)C | 2 | -0.5 | -3 | 0 | -2
35 | OC1(c2nc3ccccc3[nH]2)CCCCC1 | -3 | 4.2 | -11 | 2 | 0
36 | CC(=O)Nc1ccc(NC(=O)CN2CCN(c3ccccn3)CC2)cc1 | -11 | 0.2 | 1 | 5 | 0

no. | Efflux pump mplx | VLA-4 inh | PME-1 inh | BCLXL inh
25 | -0.1 | -1 | -8 | -1
26 | -0.1 | 3 | -4 | 2
27 | 0.0 | 2 | -3 | 3
28 | 0.0 | 7 | 0 | 1
29 | 0.0 | 3 | 4 | 3
30 | -0.1 | -3 | -8 | 9
31 | 0.0 | 2 | 9 | -2
32 | -0.1 | -1 | -3 | 1
33 | -0.2 | 2 | 3 | 0
34 | -0.1 | 17 | -1 | 1
35 | 0.0 | 4 | 2 | 3
36 | 2.7 | 12 | -2 | -2

# Copied from above, compounds 25 to 36
no. | mol | MCL1 BIM primary | MEX-5 binding | GLD-1 RNA inh | GRK2 inh | Fam108B inh
25 | O=C(Nc1ccnn1C1CCN(C(=O)c2ccccc2C(F)(F)F)CC1)C1CC1 | 9 | 2.7 | 3 | 1 | -2
26 | CCOC(=O)N1CCN(C(=O)COC(=O)Cc2ccc(Cl)cc2)CC1 | 2 | 2.0 | 1 | 1 | -1
27 | Cc1cccc(C)c1NC(=O)CN(C)C(=O)C1CC1C (stereo unspecified) | 7 | nt | -2 | 1 | nt
28 | Cc1nc2ccccc2c(=O)n1NC(=O)c1c(O)c2c(n(CC(C)C)c1=O)CCCC2 | 1 | 2.7 | 1 | 0 | 1
29 | O=C(CCNc1ccc(Cc2ccncc2)cc1)c1ccc([N+](=O)[O-])cc1 | 11 | 1.0 | 5 | 0 | 2
30 | Cc1cccc(N(CC(=O)NC2CCCCC2)C(=O)CCC(=O)Nc2ccccn2)c1 | 4 | -1.5 | 6 | 9 | 11
31 | COC(=O)N/N=C/c1sc(N2CCCCC2)nc1-c1cccs1 | -7 | 2.3 | -4 | 1 | 6
32 | CC(OC(=O)CCc1nc2ccccc2c(=O)[nH]1)C(=O)NCc1ccc2c(c1)OCO2 (stereo unspecified) | 3 | -2.3 | 0 | 0 | -3
33 | COc1ccc(OC)c(-c2csc(NC(=O)CSc3nnnn3C)n2)c1 | 0 | 1.3 | 0 | 0 | -3
34 | Cc1oncc1C(=O)NC(C)C | 2 | -0.5 | -3 | 0 | -2
35 | OC1(c2nc3ccccc3[nH]2)CCCCC1 | -3 | 4.2 | -11 | 2 | 0
36 | CC(=O)Nc1ccc(NC(=O)CN2CCN(c3ccccn3)CC2)cc1 | -11 | 0.2 | 1 | 5 | 0

no. | Efflux pump mplx | VLA-4 inh | PME-1 inh | BCLXL inh
25 | -0.1 | -1 | -8 | -1
26 | -0.1 | 3 | -4 | 2
27 | 0.0 | 2 | -3 | 3
28 | 0.0 | 7 | 0 | 1
29 | 0.0 | 3 | 4 | 3
30 | -0.1 | -3 | -8 | 9
31 | 0.0 | 2 | 9 | -2
32 | -0.1 | -1 | -3 | 1
33 | -0.2 | 2 | 3 | 0
34 | -0.1 | 17 | -1 | 1
35 | 0.0 | 4 | 2 | 3
36 | 2.7 | 12 | -2 | -2

# Carrying on.
no. | mol | MCL1 BIM primary | MEX-5 binding | GLD-1 RNA inh | GRK2 inh | Fam108B inh
37 | COc1cccc(C(=O)NNC2=CC(=O)CC(C)(C)C2)c1 | 7 | -2.9 | 26 | 0 | 5
38 | CCc1ccccc1N(C(=O)c1snc(C(N)=O)c1N)C(C(=O)NCC1CCCO1)c1c[nH]c2ccccc12 (stereo unspecified) | 4 | 3.5 | -7 | 0 | 3
39 | CCOC(=O)C1=C(N)Oc2cc(O)ccc2C1c1ccc([N+](=O)[O-])cc1 (stereo unspecified) | -2 | -0.2 | 1 | 1 | -6
40 | CCc1nnc(NC(=O)CCS(=O)(=O)Cc2ccccc2)s1 | -2 | -0.9 | 0 | 0 | -1
41 | COc1ccc(S(=O)(=O)N2CCc3ccccc32)cc1C(=O)N1CCC(C)CC1 | nt | nt | -2 | 0 | nt
42 | Cn1cccc1/C=N/NC(=O)c1ccc[n+]([O-])c1 | -6 | 2.3 | 1 | 1 | 0
43 | NC(=O)Nn1c(CCC(=O)O)ccc1-c1ccc(Cl)cc1 | 4 | 0.3 | 2 | 0 | 4
44 | Cn1c(=O)oc2cc(S(=O)(=O)Nc3cccc4c3CCCC4)ccc21 | -26 | -3.4 | -9 | 0 | -1
45 | COC(=O)CSc1nc2cc3c(cc2cc1C)OCO3 | 4 | 0.5 | -2 | 0 | -2

no. | Efflux pump mplx | VLA-4 inh | PME-1 inh | BCLXL inh
37 | -0.1 | -3 | 3 | 2
38 | 0.1 | 2 | -1 | 6
39 | 0.0 | 8 | -11 | 5
40 | 0.1 | -10 | 3 | 4
41 | 0.1 | 0 | nt | nt
42 | 0.1 | 1 | -5 | -7
43 | 0.0 | 4 | -1 | 4
44 | 0.2 | -40 | -5 | -17
45 | 0.3 | 15 | -3 | 8

# Screening results deposited in PubChem BioAssay by several laboratories.
